Bioassay records from PubChem BioAssay.
hcDAF12 agonist – H. contortus DAF-12 nuclear receptor activators, primary screen, cell-based, luminescence, HEK293, lit1-tk-luc reporter; 1.4% of 370,000 active; HEK293 hcDAF-12 lit1-tk-luc reporter; 0% DMSO, 100% Δ7-dafachronic acid; activation, % at 6.8 µM;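 active means activation above the mean of all tested compounds plus 3 SD, cut at about 5.5% in these data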;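 further: 100% = response to 3 µM Δ7-dafachronic acid high control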
ssDAF-12 act – S. stercoralis DAF-12 nuclear receptor activators, primary screen, cell-based, luminescence, HEK293, GRIP1 co-expression, lit1-tk-luc; activation, % at 6.8 µM; 1% of 370,000 active; Nuclear hormone receptor DAF-12 (Strongyloides stercoralis); HEK293 ssDAF-12/GRIP1 lit1-tk-luc reporter; % of 3 µM dafachronic acid response;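 active means activation above the mean over all tested compounds plus 3 SD, cut at about 0.9% in these data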;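 further: 0% = DMSO-only wells and 100% = 3 µM delta7-dafachronic acid wells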
SMARCA2 activ – SMARCA2 (BRM) function activators, primary screen, cell-based, luminescence, high throughput; MG213 cells, MMTV-luciferase reporter, dexamethasone, overnight; activation, % at 9.1 µM; 1% of 370,000 active; AID 652017, 2013; in the data active means activation above about 7.8%;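 further: 0% = vehicle wells and 100% = reference activator wells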
MBD2 DNA inh – inhibitors of MBD2 binding to methylated DNA, primary screen, biochemical, TR-FRET, DNA-binding domain, human. Methyl-CpG-binding domain protein 2 (Homo sapiens), Q9UBB5. MBD2 binding to methylated oligonucleotide. inhibition, % at 4.4 µM. 0.31% of 370,000 active. AID 686964, 2013; in the data active means inhibition above about 13%
NR1D1 modulator – modulators of Rev-erb alpha DNA binding, primary screen, biochemical, FITC-DNA, fluorescence polarization, uHTS. Nuclear receptor subfamily 1 group D member 1 (Homo sapiens), P20393. Rev-erbα–FITC-DNA binding, 90 min. activity, % at 10 µM. 0.79% of 370,000 active. AID 1259318, 2017;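 active means activity above about 14%, limit read from the data; passing the limit was not always enough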;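 further: 0% = DMSO wells with 35 nM protein and 100% = DMSO wells with 750 nM protein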
hgDAF12 agonist – H. glycines DAF-12 receptor agonists, primary screen, cell-based, luminescence, HEK293, GAL4 fusion, UAS-luciferase; HEK293 GAL4-hgDAF12 UAS-luciferase reporter, agonist luminescence; normalized to butyrate control; activation, % at 6.8 µM; 1.8% of 370,000 active;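 active means activation above a cutoff set at the mean of all screened compounds plus 3 SD, cut at about 10% in these data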;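 further: 0% = DMSO wells and 100% = sodium butyrate wells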
PLCg1 inh – PLC-gamma1 enzyme inhibitors, primary screen, biochemical, fluorescence, purified enzyme; 1-phosphatidylinositol 4,5-bisphosphate phosphodiesterase gamma-1 (Homo sapiens), P19174; 0.84% of 370,000 active; inhibition, % at 12.2 µM; fluorogenic substrate; in the data active means inhibition above about 9.5%
Target sequence (P19174 whole entry, looked up): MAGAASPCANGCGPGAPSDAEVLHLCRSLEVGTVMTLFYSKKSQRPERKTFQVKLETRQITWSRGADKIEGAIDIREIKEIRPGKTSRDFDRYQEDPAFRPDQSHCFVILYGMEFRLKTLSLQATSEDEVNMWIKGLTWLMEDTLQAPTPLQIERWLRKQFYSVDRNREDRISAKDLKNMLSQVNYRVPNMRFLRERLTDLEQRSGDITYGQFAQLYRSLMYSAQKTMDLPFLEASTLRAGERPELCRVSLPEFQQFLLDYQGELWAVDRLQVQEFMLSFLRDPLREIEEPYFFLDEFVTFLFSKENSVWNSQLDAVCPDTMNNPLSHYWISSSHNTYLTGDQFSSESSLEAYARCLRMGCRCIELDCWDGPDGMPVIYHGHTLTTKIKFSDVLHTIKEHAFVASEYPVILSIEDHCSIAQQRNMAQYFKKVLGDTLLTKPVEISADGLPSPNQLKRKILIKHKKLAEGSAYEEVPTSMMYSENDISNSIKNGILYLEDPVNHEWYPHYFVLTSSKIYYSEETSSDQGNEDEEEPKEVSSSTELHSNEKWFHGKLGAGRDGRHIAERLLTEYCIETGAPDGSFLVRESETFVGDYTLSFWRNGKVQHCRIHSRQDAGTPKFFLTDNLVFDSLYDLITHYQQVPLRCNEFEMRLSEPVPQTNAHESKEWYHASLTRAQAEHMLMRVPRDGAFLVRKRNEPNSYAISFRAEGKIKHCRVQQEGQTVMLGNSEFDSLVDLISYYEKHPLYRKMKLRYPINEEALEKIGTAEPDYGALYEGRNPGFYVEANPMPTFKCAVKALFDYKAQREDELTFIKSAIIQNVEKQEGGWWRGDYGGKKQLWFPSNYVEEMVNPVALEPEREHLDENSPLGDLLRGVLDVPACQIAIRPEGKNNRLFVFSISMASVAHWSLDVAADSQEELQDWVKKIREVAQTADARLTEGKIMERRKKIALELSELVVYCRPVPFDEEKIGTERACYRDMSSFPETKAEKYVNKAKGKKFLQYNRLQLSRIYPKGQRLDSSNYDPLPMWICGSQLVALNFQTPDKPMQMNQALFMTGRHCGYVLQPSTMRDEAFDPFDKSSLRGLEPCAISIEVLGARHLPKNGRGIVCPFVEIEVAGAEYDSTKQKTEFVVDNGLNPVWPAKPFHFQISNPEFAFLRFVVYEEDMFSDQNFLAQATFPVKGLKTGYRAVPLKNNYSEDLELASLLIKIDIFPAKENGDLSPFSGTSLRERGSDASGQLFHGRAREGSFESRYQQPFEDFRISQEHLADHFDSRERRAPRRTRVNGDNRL
ADAM17 inh – ADAM17 inhibitors, primary screen, biochemical, QFRET | 0.83% of 370,000 active | Disintegrin and metalloproteinase domain-containing protein 17 (Homo sapiens), P78536 | AID 720648, 2013 | recombinant ADAM17, EDANS/DABCYL FRET peptide cleavage | inhibition, % at 6.95 µM;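 active means inhibition above the mean of compounds lying between control limits plus 3 SD, set per campaign, cut at about 8.5% in these data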;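 further: 0% = DMSO-only wells as the low control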
DAX1 inh-1 – DAX1 (NR0B1) inhibitors, primary screen, cell-based, HEK293, Gal4-DAX1, luciferase luminescence; HEK293 Gal4-DAX1 luciferase reporter; inhibition, % at 6.75 µM; 0.99% of 340,000 active; AID 504766, 2011;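 active means inhibition above the mean over all tested compounds plus 3 SD, cut at about 4.2% in these data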;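 further: 0% = DAX1-transfected cells with DMSO and 100% = empty-vector control cells with DMSO; inhibition shows as a rise in luminescence from relieved DAX1 repression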
PLCb3 inh – human PLC-beta3 inhibitors, primary screen, biochemical, fluorescence. 1-phosphatidylinositol 4,5-bisphosphate phosphodiesterase beta-3 (Homo sapiens), Q01970. Purified PLC-beta3, fluorogenic substrate. inhibition, % at 12.2 µM. 0.18% of 370,000 active. AID 720704, 2013; in the data active means inhibition above about 11%;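 further: 0% = median of compound wells on plate and 100% = full blocker control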
DAX1 inh-2 – DAX1 (NR0B1) inhibitors on StAR promoter, primary screen, cell-based, luminescence, SF-1 (NR5A1), full-length DAX-1. 1.1% of 370,000 active. HEK293T StAR-luciferase reporter, SF-1/DAX-1 repression relief. inhibition, % at 6.8 µM. AID 652010, 2013;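 active means inhibition above the mean over all tested compounds plus 3 SD, cut at about 3.6% in these data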;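 further: 0% = DAX-1 cells with DMSO and 100% = cells lacking DAX-1 with DMSO; higher inhibition means more luminescence from relief of DAX-1 repression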
Active calls of the source: *; i = inactive; . = not tested or not shown.

1: CCc1ccc(N2CC(C(=O)NC3CC3)CC2=O)cc1 (stereo not drawn)
2: CC(=O)Nc1nnc(SCC(=O)N2CCc3ccccc32)s1
3: COc1ccc(C2=NN(C(=O)CCC(=O)O)C(c3ccccc3)C2)cc1 (stereo not drawn)
4: Cc1cc(C)cc(Nc2cc(C)nc3nc(C)nn23)c1
5: COc1ccccc1N(C)S(=O)(=O)c1ccc(Cl)c(C(=O)Nc2ccccc2N2CCOCC2)c1
6: COc1ccc(Cl)cc1NC(=O)CSc1nnc(-c2ccco2)o1

Assay by compound	1	2	3	4	5	6
hcDAF12 agonist	-0.4	2.1	-0.8	-3.5	-1.1	1.9
ssDAF-12 act	-0.6	0.2	-0.8	-1.4	-0.6	0.1
SMARCA2 activ	-1	-1	1	-2	-2	-2
MBD2 DNA inh	-1	0	-7	6	6	3
NR1D1 modulator	-3	2	0	-4	-1	-6
hgDAF12 agonist	2.8	-0.5	-0.1	0.9	4.4	0.1
PLCg1 inh	1	1	2	-4	4	-1
ADAM17 inh	-9	0	-2	-4	-3	-2
DAX1 inh-1	1.0	1.7	-0.8	2.1	0.1	0.1
PLCb3 inh	-7	-2	-3	-5	-12	-4
DAX1 inh-2	-0.9	0.3	0.2	-1.0	0.3	0.3

An excerpt from above in order of molecular weight, ascending.
4: Cc1cc(C)cc(Nc2cc(C)nc3nc(C)nn23)c1
2: CC(=O)Nc1nnc(SCC(=O)N2CCc3ccccc32)s1
5: COc1ccccc1N(C)S(=O)(=O)c1ccc(Cl)c(C(=O)Nc2ccccc2N2CCOCC2)c1

Assay by compound	4	2	5
hcDAF12 agonist	-3.5	2.1	-1.1
ssDAF-12 act	-1.4	0.2	-0.6
SMARCA2 activ	-2	-1	-2
MBD2 DNA inh	6	0	6
NR1D1 modulator	-4	2	-1
hgDAF12 agonist	0.9	-0.5	4.4
PLCg1 inh	-4	1	4
ADAM17 inh	-4	0	-3
DAX1 inh-1	2.1	1.7	0.1
PLCb3 inh	-5	-2	-12
DAX1 inh-2	-1.0	0.3	0.3

Continued:
7: Cc1cccc(OCC(O)CNC(=O)c2ccccc2C(=O)O)c1 (stereo not drawn)
8: C/C(=N\NC(=O)c1n[nH]c2c1CCC2)c1cccs1
9: COc1ccc(NC(=O)CC2C(=O)N(c3ccc(OC)cc3)C(=S)N2NC(=O)c2cccc(F)c2)cc1 (stereo not drawn)
10: COCC(C)NC(=O)c1cccc([N+](=O)[O-])c1 (stereo not drawn)
11: Nc1c(Cl)ncnc1N/N=C/c1ccccn1
12: COc1ccccc1-c1cc(C(=O)N/N=C\c2cn(C)nc2C)c2ccccc2n1

Assay by compound	7	8	9	10	11	12
hcDAF12 agonist	-1.4	0.4	0.1	-1.4	-3.2	1.9
ssDAF-12 act	-1.5	-0.6	-1.6	0.6	-1.0	-2.1
SMARCA2 activ	0	-1	2	2	-2	-2
MBD2 DNA inh	-1	-1	0	-3	-7	-4
NR1D1 modulator	-2	2	-2	5	-4	-2
hgDAF12 agonist	0.7	2.6	1.1	0.2	-3.7	-1.8
PLCg1 inh	0	2	1	5	-26	-23
ADAM17 inh	-3	0	1	5	-7	-3
DAX1 inh-1	-0.3	-7.7	0.7	0.3	.	-0.3
PLCb3 inh	0	-6	3	6	-28	-27
DAX1 inh-2	0.1	-0.1	0.2	0.5	-2.6	0.4

13: CC(C)CC1NC(=O)c2ccccc2-n2c1nc1cc(F)ccc1c2=O (stereo not drawn)
14: Cc1csc2nc(COC(=O)c3ccc(Cl)c([N+](=O)[O-])c3)cc(=O)n12
15: Cc1ccc(NC(=O)C2(S(=O)(=O)c3ccc(Cl)cc3)CC2)cc1
16: CN1C(=O)C(O)(CC(=O)c2ccc(F)cc2)c2cc(Br)ccc21 (stereo not drawn)
17: CCc1c(-c2cccc(OC)c2)ncn1Cc1cccc(-c2ccccc2)c1
18: COc1ccc(S(=O)(=O)N2CCCC(C(=O)NCC3CCCO3)C2)cc1OC (stereo not drawn)

Assay by compound	13	14	15	16	17	18
hcDAF12 agonist	-0.9	3.6	-2.7	1.5	-2.0	-2.1
ssDAF-12 act	-1.2	-0.4	-1.5	-1.1	-1.4	-0.8
SMARCA2 activ	0	-2	1	0	-6	-4
MBD2 DNA inh	5	4	-3	0	5	-1
NR1D1 modulator	-1	-4	-1	4	6	-1
hgDAF12 agonist	-0.3	-0.9	-3.7	-1.1	-2.7	-1.6
PLCg1 inh	2	2	0	0	1	-2
ADAM17 inh	-2	-6	-2	-1	4	-3
DAX1 inh-1	.	0.6	2.4	1.7	.	-0.2
PLCb3 inh	1	-8	-3	4	-7	-7
DAX1 inh-2	0.0	-0.1	-0.3	-0.2	-2.5	-0.3

19: COc1ccccc1NS(=O)(=O)c1ccc(N2CCOCC2)c(NC(=O)c2ccco2)c1
20: O=C1NC(=O)/C(=C\c2ccc(Sc3ccc(Cl)cc3)o2)N1
21: CC(/C=C/c1ccccc1)=N\NC(N)=S
22: O=C(CCc1nc(-c2ccccc2Cl)no1)Nc1cccnc1
23: CCN(CC(=O)Nc1cc(Cl)ccc1C)C(=O)c1ccc2c(c1)NC(=O)C(C)S2 (stereo not drawn)
24: CCOC(=O)N1CCN(C(=O)C2CCCN(S(C)(=O)=O)C2)CC1 (stereo not drawn)

Assay by compound	19	20	21	22	23	24
hcDAF12 agonist	-1.0	-1.3	-1.0	-1.9	0.8	1.2
ssDAF-12 act	-1.8	-1.0	-0.7	-0.9	-0.4	-0.7
SMARCA2 activ	6	-1	2	1	2	-1
MBD2 DNA inh	-1	2	-8	-1	3	-4
NR1D1 modulator	-1	-4	1	9	-1	2
hgDAF12 agonist	-3.2	-1.1	1.6	-2.0	-0.3	-0.3
PLCg1 inh	1	-67	-15	5	-1	7
ADAM17 inh	-2	-3	4	2	-2	2
DAX1 inh-1	0.1	-0.2	-1.5	0.0	0.1	0.5
PLCb3 inh	-6	-73	-13	-2	-7	-22
DAX1 inh-2	-0.3	-1.2	-1.7	0.0	-0.9	0.1

25: Cc1ccccc1SCC(=O)NCCCn1ccnc1
26: O=S(=O)(CC(O)COc1ccc(Br)cc1)c1ccccc1 (stereo not drawn)
27: O=C(NCc1ccccc1)c1onc(CSc2ccc(F)cc2)c1C(=O)NCc1ccccc1
28: COc1ccc(S(=O)(=O)N(C)CC(=O)NCc2ccccc2)cc1OC
29: CC(Oc1ccc(Br)cc1Cl)C(=O)Nc1ccncc1 (stereo not drawn)
30: Cc1nnc(NC(=O)CSCc2ccccc2)s1

Assay by compound	25	26	27	28	29	30
hcDAF12 agonist	-0.6	-0.6	-1.0	-1.0	-3.4	1.1
ssDAF-12 act	-1.4	-1.1	-1.3	-1.3	-2.1	-0.4
SMARCA2 activ	1	2	-1	0	-5	-2
MBD2 DNA inh	-3	-7	-7	2	-3	-1
NR1D1 modulator	2	-4	5	-4	-2	8
hgDAF12 agonist	-1.3	2.4	3.2	-1.4	-4.9	-1.4
PLCg1 inh	1	0	-1	4	2	8
ADAM17 inh	1	2	7	-1	1	-2
DAX1 inh-1	1.3	-1.6	-1.0	-1.2	-6.6	0.2
PLCb3 inh	-2	-6	-4	-3	-2	5
DAX1 inh-2	-0.1	-0.4	-1.1	-0.4	-1.7	1.5

31: CC(C)CC(=O)c1c[nH]c(C(=O)NCC2CCCO2)c1 (stereo not drawn)
32: O=c1c2ccccc2[nH]c2ccc(F)cc12
33: COc1cccc(C(NC(=O)C2CCN(CCCOc3ccccc3)CC2)c2ccccn2)c1 (stereo not drawn)
34: CCc1nnc(NC(=O)CSc2nnc(-c3ccc(NS(=O)(=O)c4ccccc4)cc3)o2)s1
35: COc1ccc(CCN(C(=O)/C=C/C(=O)O)C2CC(=O)N(c3ccccc3)C2=O)cc1 (stereo not drawn)
36: COc1ccc(S(=O)(=O)NCCCCNS(=O)(=O)c2ccc(OC)cc2)cc1

Assay by compound	31	32	33	34	35	36
hcDAF12 agonist	0.5	-2.0	-0.8	-0.5	-1.5	-1.3
ssDAF-12 act	-1.0	-1.4	-1.5	-1.1	-1.2	-1.6
SMARCA2 activ	1	-1	-2	-1	-3	-1
MBD2 DNA inh	1	-7	2	-4	1	1
NR1D1 modulator	-1	2	6	-4	-1	-3
hgDAF12 agonist	-0.7	0.5	-0.5	-1.9	-0.1	0.9
PLCg1 inh	3	-272	0	-17	5	-1
ADAM17 inh	-3	i	-3	-2	1	0
DAX1 inh-1	-0.2	-0.9	.	-0.3	.	0.0
PLCb3 inh	-1	-297	-1	-27	4	1
DAX1 inh-2	-0.1	0.5	0.7	0.5	0.3	-0.5

37: CC(=O)c1ccc(N2CCN(c3ncc(C(F)(F)F)cc3Cl)CC2)cc1
38: CCOc1cc(/C=N/NC(=O)C2CCCC2)ccc1O
39: CC(OC(=O)CC1CCCCC1)C(=O)Nc1cccc(C#N)c1 (stereo not drawn)
40: CCCCOc1ccc(C(=O)Nc2ccncc2)cc1
41: O=C(NCCCN1CCCC1=O)c1cc(COc2ccc(F)cc2F)on1

Assay by compound	37	38	39	40	41
hcDAF12 agonist	-1.8	-0.1	-1.0	-3.3	-1.8
ssDAF-12 act	-1.5	-0.6	-1.2	-2.4	-1.3
SMARCA2 activ	1	-3	-3	-1	2
MBD2 DNA inh	5	5	2	2	-1
NR1D1 modulator	-4	0	1	2	-3
hgDAF12 agonist	-1.3	4.4	-1.1	-4.2	-0.4
PLCg1 inh	-2	0	3	4	6
ADAM17 inh	-2	-10	-2	1	-4
DAX1 inh-1	-1.1	1.3	-0.4	-4.5	0.6
PLCb3 inh	-3	-8	-5	3	-1
DAX1 inh-2	0.5	-3.2	1.4	-2.5	0.0
